Screening data as filed in PubChem.
RGS8-Gao = regulators of human RGS8-Galphao interaction. P09471. multiplexed bead flow cytometry, RGS8-Galphao binding; actives lie on both sides. response (percent of control binding), % at 10 µM. hit rate 0.34% among 220,000. AID 1423; in the data active = response below about 60% or above about 140%; inactive = in between;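 also: Galphao activated as the GDP aluminium fluoride complex binding bead-coupled RGS8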
Target sequence (P09471 whole entry, looked up): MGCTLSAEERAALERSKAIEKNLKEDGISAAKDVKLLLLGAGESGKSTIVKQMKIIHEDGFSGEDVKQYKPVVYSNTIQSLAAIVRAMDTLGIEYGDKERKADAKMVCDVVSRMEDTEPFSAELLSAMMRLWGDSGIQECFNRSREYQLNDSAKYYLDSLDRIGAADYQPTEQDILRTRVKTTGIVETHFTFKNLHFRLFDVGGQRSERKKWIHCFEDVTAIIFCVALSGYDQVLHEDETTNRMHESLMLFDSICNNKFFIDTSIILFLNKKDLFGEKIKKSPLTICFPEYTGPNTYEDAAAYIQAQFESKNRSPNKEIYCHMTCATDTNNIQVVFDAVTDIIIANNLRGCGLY
RGS7-Gao = modulates binding of RGS7 to human Galphao; AID 1439; binding response (% of control), % at 10 µM; P09471; Multiplexed bead flow cytometry; actives lie on both sides; hit rate 0.35% among 220,000; in the data active = binding response below about 49% or above about 150%; inconclusive = no clear call, values can overlap the other calls; inactive = in between;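 also: fluorescent Galphao held in activated GDP-AlF4 state binding bead-coupled RGS7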
Mcl1 Noxa PPI = Mcl-1/Noxa interaction inhibition; Q07820; TR-FRET Mcl-1/Noxa peptide binding, 2 h; inhibition, % at 21.7 µM; hit rate 1.5% among 220,000;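 active = compounds that cut the protein-peptide binding signal by more than 50% relative to plate controls in a single-dose test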;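 also: His-tagged Mcl-1 with rhodamine Noxa BH3 peptide and terbium anti-His antibody; 0% = Mcl-1 plus Noxa peptide wells and 100% = peptide-only wells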
Target sequence (Q07820 whole entry, looked up): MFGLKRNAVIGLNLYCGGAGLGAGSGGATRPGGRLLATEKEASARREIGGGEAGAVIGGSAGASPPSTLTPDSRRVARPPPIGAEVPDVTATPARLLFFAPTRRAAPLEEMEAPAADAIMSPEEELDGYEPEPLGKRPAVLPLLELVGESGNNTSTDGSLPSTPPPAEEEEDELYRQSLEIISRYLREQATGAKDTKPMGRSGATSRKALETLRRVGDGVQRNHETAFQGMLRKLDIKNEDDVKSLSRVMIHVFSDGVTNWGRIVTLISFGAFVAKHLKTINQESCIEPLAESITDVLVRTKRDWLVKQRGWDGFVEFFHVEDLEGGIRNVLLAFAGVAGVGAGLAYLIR
Bim-Mcl-1 = disrupts Bim peptide binding to human Mcl-1; Q07820; Bead-based flow cytometry, Bim peptide-Mcl-1 binding; inhibition, % at 10 µM; hit rate 0.1% among 190,000; in the data active = inhibition above about 40%;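 also: 0% = no compound tracer wells and 100% = peptide blocker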
Avidin bead fluor = avidin bead compound fluorescence profile | Avidin beads, compound fluorescence 488/530 nm, flow cytometry; active compounds read high | fluorescence (KMESF) at 10 µM | hit rate 0.38% among 220,000; in the data active = fluorescence above about 47; also: inactives centre near 10
GSH bead fluor = compound fluoresces at 488/530 nm on GSH beads; AID 1776; hit rate 0.25% among 190,000; fluorescence (KMESF) at 10 µM; GSH beads flow cytometry, compound fluorescence 488/530 nm; active compounds read high; in the data active = fluorescence above about 89;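 also: glutathione beads carrying GST-tagged Bcl family fusion proteins plus one bare bead set; values are compound well signal with DMSO vehicle wells as background; inactives centre near 16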
ABCG2 block = inhibitors of human ABCG2 transporter, ABCB1 counter-screen; hit rate 0.1% among 190,000; inhibition, % at 6.6 µM; IgMXP3 cells, JC-1 efflux, flow cytometry; Q9UNQ0; AID 1325;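 active = inhibition above 80%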;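 also: 0% = DMSO and 100% = nicardipine control wells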
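Incubation: cells with compound and JC-1, 10 min at 25 °C, rotating, no wash / Test system: IgMXP3 (ABCG2) plus far-red-tagged CCRF-Adr (ABCB1) cells / Compound dosing: one concentration, 6.6 µM final / Also added: JC-1 fluorescent substrate / Evaluation: efflux inhibition in percent versus controls / Detection: flow cytometry, 530 nm JC-1 signal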
Mcl1 Bid PPI = disrupts binding of human Mcl-1 to Bid peptide. Q07820. TR-FRET Mcl-1/Bid-Dy647 peptide binding, 1536-well. inhibition, % at 21.7 µM. hit rate 0.97% among 220,000;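 active = compounds that cut the binding signal by more than half at the single screening dose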;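 also: His-tagged Mcl-1 with europium anti-His antibody binding Bid BH3 peptide; 0% = Mcl-1 plus peptide wells and 100% = peptide-only wells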
RGS4-Gao reg = human RGS4-Galphao interaction regulation; AID 1415; binding response (% of control), % at 10 µM; Multiplexed bead flow cytometry, RGS4-Galphao binding; actives lie on both sides; hit rate 0.33% among 220,000; in the data active = binding response below about 49% or above about 150%; inactive = in between;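 also: fluorescent Galphao activated with aluminum fluoride binding bead-coupled RGS4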
Pf gamet viab = kills late stage P. falciparum gametocytes | P. falciparum stage V gametocytes, ATP luminescence, 24 h | inhibition, % at 10.9 µM | hit rate 0.065% among 150,000 | AID 743093;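 active = inhibition above the mean plus 3 SD of compounds within the control limits, set per campaign, cut at about 38% in these data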;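 also: 0% = DMSO wells and 100% = medium only without gametocytes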
ABCB1 block = human ABCB1 inhibition, ABCG2 as counter-screen | P08183 | CCRF-Adr cells, JC-1 efflux, flow cytometry | inhibition, % at 6.6 µM | hit rate 0.067% among 190,000 | AID 1326; in the data active = inhibition above about 40%;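 also: 0% = vehicle and 100% = reference inhibitor; higher value means more JC-1 retained so stronger ABCB1 efflux block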
* hit, by the source's call; ? = inconclusive; / = no result given.

compound	RGS8-Gao	RGS7-Gao	Mcl1 Noxa PPI	Bim-Mcl-1	Avidin bead fluor	GSH bead fluor	ABCG2 block	Mcl1 Bid PPI	RGS4-Gao reg	Pf gamet viab	ABCB1 block
CCOC(=O)Nc1sc2c(c1C#N)CCCC2	97	87	-7	-1	11	9	1	-43	87	/	0.0
O=C(NCC1CCCCC1)c1cccc(S(=O)(=O)NCc2cccnc2)c1	108	110	10	0	12	71	2	-5	111	-8	0.8
CC(C)CCOc1ccc(C(=O)CCNC(C)C(=O)O)cc1 (stereo unspecified)	98	100	-11	-4	16	25	1	20	101	/	-0.1
O=C(OCC(=O)N1CCN(C(=O)c2ccco2)CC1)c1ccccc1OCc1ccccc1	120	115	11	-1	8	21	3	-53	115	/	0.8
CCCCOCCCNS(=O)(=O)c1ccccc1	103	104	7	3	25	11	2	-12	110	7	0.6
CCc1ccc(/C=C2\Oc3ccc(C(=O)OC)cc3C2=O)cc1	100	95	13	0	4	9	-4	3	95	2	-2.6
CN(C)S(=O)(=O)c1ccc(C(=O)Nc2ccc(CCC(=O)N3CCCC3)cc2)cc1	105	93	14	0	15	21	-1	-5	96	/	0.3
CCOC(=O)N1CCN(C(=O)c2ccc(OCC)cc2)CC1	100	96	-7	-3	9	12	-2	-11	97	2	0.4
COc1ccc(N2C(=O)CC(N3CCCCC3)C2=O)cc1 (stereo unspecified)	99	?	13	0	9	11	0	-13	96	25	0.2
Cc1ccc(CN2CCN(/N=C/C=C/c3ccccc3[N+](=O)[O-])CC2)cc1	100	100	8	0	22	12	1	-40	101	/	0.4
O=C(OC(C(=O)Nc1ccc([N+](=O)[O-])cc1Br)c1ccccc1)c1ccccc1 (stereo unspecified)	99	98	-7	1	6	14	3	-38	94	-10	-0.1
COc1cc(/C=C2\C(=O)NN(c3ccc(C)cc3)C2=O)cc([N+](=O)[O-])c1O	101	102	26	3	8	8	-6	-18	102	/	-1.5
COC(=O)c1ccc(CC(=O)c2nc3ccccc3s2)cc1	102	99	-23	0	21	15	-1	-9	99	-9	0.6
CCCOc1ccc(N2C(=O)CC(N(CCc3ccc(OC)cc3)C(=O)/C=C/C(=O)O)C2=O)cc1 (stereo unspecified)	105	103	-2	0	13	13	0	-10	103	2	-0.2
COc1ccc(-c2nnc(SC3CCOC3=O)n2C2CCCCC2)cc1OC (stereo unspecified)	101	102	15	0	6	6	3	-30	98	-17	0.8

Whole records as entered above. Screens in order: RGS8-Gao, RGS7-Gao, Mcl1 Noxa PPI, Bim-Mcl-1, Avidin bead fluor, GSH bead fluor, ABCG2 block, Mcl1 Bid PPI, RGS4-Gao reg, Pf gamet viab, ABCB1 block
`CC(C)CCOc1ccc(C(=O)CCNC(C)C(=O)O)cc1` (stereo unspecified) reads 98, 100, -11, -4, 16, 25, 1, 20, 101, /, -0.1
`CCCCOCCCNS(=O)(=O)c1ccccc1` reads 103, 104, 7, 3, 25, 11, 2, -12, 110, 7, 0.6

Carrying on.
compound	RGS8-Gao	RGS7-Gao	Mcl1 Noxa PPI	Bim-Mcl-1	Avidin bead fluor	GSH bead fluor	ABCG2 block	Mcl1 Bid PPI	RGS4-Gao reg	Pf gamet viab	ABCB1 block
CSc1nc(C(=O)N2CCc3c([nH]c4ccccc34)C2c2ccccn2)cs1 (stereo unspecified)	94	97	21	4	7	8	3	-5	98	3	0.6
COC(=O)c1ccccc1-c1ccc(C=O)o1	101	100	6	0	12	11	-1	-14	108	-3	-0.3
O=S1(=O)N=C(Nc2ccc(N3CCOCC3)c(Cl)c2)c2ccccc21	100	102	38	0	11	14	4	-9	102	-1	-0.7
C=CCn1c(Cc2cccs2)nnc1SCC(=O)Nc1cccc(OC)c1	105	103	-16	-5	28	16	8	-1	105	4	1.3
CCOc1ccc(N2CC(C(=O)Nc3ncccc3C)CC2=O)cc1 (stereo unspecified)	103	103	3	0	22	31	3	5	102	/	-0.1
COc1ccc(-c2nnnn2C(C)C)cc1S(=O)(=O)Nc1ccccc1	100	?	1	/	6	/	/	-26	99	8	/
Cc1ccc(C(=O)C(c2ccccc2)N2Cc3ccccc3C2=N)cc1 (stereo unspecified)	92	106	1	-3	2	6	-3	-54	98	/	2.1
COc1ccc(CCNS(=O)(=O)c2ccc(S(=O)(=O)N3CCCC3)cc2)cc1OC	95	97	14	0	14	13	2	-37	98	20	0.7
O=C(CNc1ccccc1)N/N=C/c1c[nH]c2ccccc12	99	93	9	-7	9	12	8	-30	97	-4	0.0
COc1cccc(-n2c(Cc3cc(=O)[nH]c(=O)[nH]3)nnc2SC(C)C)c1	103	97	33	-5	24	15	0	2	100	/	0.1
Cc1nc(-c2ccc3c(c2)OCO3)cs1	103	103	1	0	9	15	2	6	105	/	0.6
COC(=O)Cc1ccc(O)c(N)c1	100	95	19	-1	8	8	5	-46	101	-4	0.8
CCC(=O)NC(=S)NNC(=O)COc1ccc(Br)cc1	100	90	-42	0	9	9	2	-70	99	6	0.3
O=C(NC1CC2CCCC(C1)N2Cc1cccs1)c1ccc([N+](=O)[O-])cc1 (stereo unspecified)	97	?	22	0	12	16	-1	1	94	/	0.8
O=S(=O)(c1ccc(Cl)c(F)c1)N1CCC(c2nc(-c3ccncc3)no2)CC1	99	99	/	-2	12	33	16	-7	99	/	0.9
C=CCOC(=O)C1=C(C)NC(SCC(=O)Nc2ccccc2)=C(C#N)C1c1ccco1 (stereo unspecified)	104	97	-3	-3	10	34	34	-28	98	/	-0.1
CCCOc1ccc(N2C(=O)CC(N(CCC)C(=O)CCC(=O)O)C2=O)cc1 (stereo unspecified)	106	102	21	0	14	36	-1	2	107	-7	-0.3
CC(=O)c1ccc(OC(=O)C2CC(=O)N(c3cccc(C)c3)C2)cc1 (stereo unspecified)	102	97	13	1	10	24	6	-3	101	/	1.1
O=C(Nc1ccc(F)cc1)c1cccnc1NCCc1ccccc1	99	97	13	-2	10	12	20	15	103	-12	0.5
Cc1ccc(OCCSc2nc3ncnc(N)c3[nH]2)cc1	100	?	8	-2	13	15	-2	6	98	7	-0.6
CCCC(=O)NC(=S)Nc1cccc(Cl)c1N1CCCC1	100	103	14	-2	11	16	1	-32	102	-4	0.1
Cc1ccc(NC(=O)CCC(=O)NNC(=O)Cc2ccccc2)cc1C	98	98	6	-5	39	13	1	-23	98	/	0.3
COC(=O)c1ccc(CN2C(=O)NC3(CCC(C)CC3)C2=O)o1 (stereo unspecified)	100	103	-1	-5	42	21	0	-17	97	-30	0.1
CCCn1c(=S)[nH]c2cc(C(=O)N3CCc4ccccc4C3)ccc2c1=O	100	98	7	-7	9	14	0	-7	104	47*	-0.1
O=C(Cc1cccs1)N/N=C/c1ccccn1	103	?	-9	/	8	/	/	-20	101	-2	/
O=c1[nH]c(=O)n(Cc2ccccc2)c2nc(-c3ccco3)cc(C(F)(F)F)c12	102	100	-12	-5	36	13	2	-16	102	/	0.1
CC1C/C(=N\NC(N)=S)c2cc(Cl)ccc2S1 (stereo unspecified)	102	?	-4	/	5	/	/	-68	103	3	/
COc1ccc2cc3cc(C(=O)NC(C)C)oc3nc2c1	79	88	2	0	4	28	-1	15	80	/	1.7
O=C(CN(c1ccccc1)S(=O)(=O)c1ccccc1)NCCSc1nc2ccccc2s1	106	101	3	-2	18	9	8	-19	99	/	3.2
COc1cc(OC)cc(C(=O)NC(=S)NCCc2ccccc2)c1	92	103	-27	0	5	19	0	-86	104	/	-0.2
O=C(Oc1ccc2ccccc2c1)c1cncc(Br)c1	102	100	11	0	16	37	-1	-38	99	3	-0.3
CC(C(=O)NNS(=O)(=O)c1cccc(C(F)(F)F)c1)n1nnc(N2CCOCC2)n1 (stereo unspecified)	89	?	0	/	2	/	/	-6	83	0	/
COc1cc(CNCCSc2nnnn2C)cc(Br)c1OCc1ccc(F)cc1	99	92	4	-2	11	48	10	10	90	/	1.5
CCOc1ccccc1C(=O)N(CCC(=O)OC)c1ccccn1	101	100	13	-3	9	16	6	9	99	-1	0.3
Cc1nn(C)cc1/C=N/n1nnnc1N	96	92	-2	0	7	14	27	-34	93	-33	1.1
CCOc1nc2c(c(-c3cccs3)c1C#N)Cc1ccccc1-2	102	?	1	/	6	/	/	-2	98	-15	/
COc1ccc(C)cc1S(=O)(=O)N(C)CC(=O)NC1CCCCCC1	99	?	11	-4	10	17	4	-10	98	4	1.2
C=CCn1c(O)c(N=NC(=O)CNC(=O)/C=C/c2ccc(OC)cc2)c2ccccc21	100	?	7	/	6	/	/	96*	101	-2	/
O=C(Nc1ccc(S(=O)(=O)Nc2ncccn2)cc1)c1ccc(Br)o1	99	?	3	0	10	17	-2	-18	102	18	-0.3
CS(=O)(=O)N(Cc1ccccc1)c1ccc(C(=O)N2CCOCC2)cc1	105	111	9	6	4	11	-1	-27	108	/	4.2
Cc1cccc(OC(=O)C2C(c3ccccc3)C(C(=O)O)C2c2ccccc2)c1 (stereo unspecified)	98	100	6	-1	7	34	1	-3	96	17	0.2
O=[N+]([O-])c1cc(/C=N/N2CCN(c3ccccc3)CC2)ccc1Cl	101	98	16	0	14	10	13	-29	99	1	0.9

Part of the list above, with values under each structure.
Screens in order: RGS8-Gao | RGS7-Gao | Mcl1 Noxa PPI | Bim-Mcl-1 | Avidin bead fluor | GSH bead fluor | ABCG2 block | Mcl1 Bid PPI | RGS4-Gao reg | Pf gamet viab | ABCB1 block
CCOC(=O)Nc1sc2c(c1C#N)CCCC2
 : 97 | 87 | -7 | -1 | 11 | 9 | 1 | -43 | 87 | / | 0.0
O=C(NCC1CCCCC1)c1cccc(S(=O)(=O)NCc2cccnc2)c1
 : 108 | 110 | 10 | 0 | 12 | 71 | 2 | -5 | 111 | -8 | 0.8
CC(C)CCOc1ccc(C(=O)CCNC(C)C(=O)O)cc1 (stereo unspecified)
 : 98 | 100 | -11 | -4 | 16 | 25 | 1 | 20 | 101 | / | -0.1
O=C(OCC(=O)N1CCN(C(=O)c2ccco2)CC1)c1ccccc1OCc1ccccc1
 : 120 | 115 | 11 | -1 | 8 | 21 | 3 | -53 | 115 | / | 0.8
CCCCOCCCNS(=O)(=O)c1ccccc1
 : 103 | 104 | 7 | 3 | 25 | 11 | 2 | -12 | 110 | 7 | 0.6
CCc1ccc(/C=C2\Oc3ccc(C(=O)OC)cc3C2=O)cc1
 : 100 | 95 | 13 | 0 | 4 | 9 | -4 | 3 | 95 | 2 | -2.6
CN(C)S(=O)(=O)c1ccc(C(=O)Nc2ccc(CCC(=O)N3CCCC3)cc2)cc1
 : 105 | 93 | 14 | 0 | 15 | 21 | -1 | -5 | 96 | / | 0.3
CCOC(=O)N1CCN(C(=O)c2ccc(OCC)cc2)CC1
 : 100 | 96 | -7 | -3 | 9 | 12 | -2 | -11 | 97 | 2 | 0.4
COc1ccc(N2C(=O)CC(N3CCCCC3)C2=O)cc1 (stereo unspecified)
 : 99 | ? | 13 | 0 | 9 | 11 | 0 | -13 | 96 | 25 | 0.2

Compounds were not picked by outcome; 3.3% or so of the library scored in one or more.
